M4 ag: human M4 muscarinic receptor agonists, primary screen, CHO-K1 cells, Fluo-8 calcium fluorescence; Muscarinic acetylcholine receptor M4 (Homo sapiens), P08173; activation, % at 3 µM; 0.14% of 360,000 active; CHO-K1 hM4/Gqi5; vehicle 0%, full acetylcholine response 100%; AID 624127, 2012;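 active = activation above the run mean over all test wells plus 3 SD, cut at about 32% in these data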;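 note: peak over basal fluorescence ratio per well then scaled between controls; 0% = DMSO wells and 100% = acetylcholine at EC100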
Target sequence (P08173 whole entry, looked up): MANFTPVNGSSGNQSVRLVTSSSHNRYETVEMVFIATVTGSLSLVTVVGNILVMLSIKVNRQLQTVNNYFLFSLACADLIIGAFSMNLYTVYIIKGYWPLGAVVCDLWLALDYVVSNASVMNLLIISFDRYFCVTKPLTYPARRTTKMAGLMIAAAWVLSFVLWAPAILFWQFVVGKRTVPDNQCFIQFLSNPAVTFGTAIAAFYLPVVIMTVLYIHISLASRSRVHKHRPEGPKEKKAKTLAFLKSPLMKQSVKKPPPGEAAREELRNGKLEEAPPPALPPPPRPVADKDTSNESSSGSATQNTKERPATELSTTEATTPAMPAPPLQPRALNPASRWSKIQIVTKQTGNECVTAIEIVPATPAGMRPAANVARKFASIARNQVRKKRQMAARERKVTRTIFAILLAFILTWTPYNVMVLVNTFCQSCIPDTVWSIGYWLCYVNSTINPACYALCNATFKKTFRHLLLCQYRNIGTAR
CHRM5 agonist: human M5 muscarinic receptor agonists, primary screen, CHO-K1 cells, Fluo-8 calcium fluorescence; 0.19% of 360,000 active; CHO-K1 hM5 cells; 0% DMSO wells, 100% maximal acetylcholine response; AID 624037, 2012; activation, % at 3 µM;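 active = activation above the run's mean over test compounds plus 3 SD, cut at about 23% in these data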;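 note: signal is peak over basal fluorescence ratio across the kinetic read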
Target sequence (P08912 whole entry, looked up): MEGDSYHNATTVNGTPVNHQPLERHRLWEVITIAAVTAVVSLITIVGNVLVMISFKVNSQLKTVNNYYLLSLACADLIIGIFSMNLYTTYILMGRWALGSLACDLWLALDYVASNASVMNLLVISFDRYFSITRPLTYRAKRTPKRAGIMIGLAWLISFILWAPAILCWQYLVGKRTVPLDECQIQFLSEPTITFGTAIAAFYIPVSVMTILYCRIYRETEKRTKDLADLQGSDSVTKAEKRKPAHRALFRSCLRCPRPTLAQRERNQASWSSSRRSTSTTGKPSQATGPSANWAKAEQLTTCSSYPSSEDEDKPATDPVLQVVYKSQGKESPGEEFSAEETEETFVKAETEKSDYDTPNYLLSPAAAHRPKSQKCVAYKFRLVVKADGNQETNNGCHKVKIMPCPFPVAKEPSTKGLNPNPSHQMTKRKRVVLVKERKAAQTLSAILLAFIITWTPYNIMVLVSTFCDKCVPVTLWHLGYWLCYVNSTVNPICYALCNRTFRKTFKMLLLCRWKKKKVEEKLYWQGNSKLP
M1 PAM parental: nonselective calcium activators in parental CHO-K1 cells, primary screen, counter-screen for M1 PAM project, cell-based, Fluo-8 calcium fluorescence, full deck, 1536-well; ATP EC20; 0% at ATP EC20, 100% at ATP max; activation, % at 3 µM; 0.02% of 360,000 active; AID 602247, 2012;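 active = activation above the run cutoff, the mean activation of all test compounds plus 3 SD, cut at about 40% in these data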;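 note: peak over basal fluorescence ratio in a 140 s read after ATP addition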
M4 PAM: human M4 muscarinic receptor positive allosteric modulators, primary screen, CHO-K1 cells, Fluo-8 calcium fluorescence; activation, % at 3 µM; 0.4% of 360,000 active; CHO-K1 hM4/Gqi5, ACh EC20; 0% = ACh EC20, 100% = maximal ACh; Muscarinic acetylcholine receptor M4 (Homo sapiens), P08173;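 active = activation above its plate's cutoff, the mean activation of sample wells plus 3 SD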; note: some results filed as inactive read as strong as hits
CHRM5 PAM: human M5 muscarinic receptor positive allosteric modulators, primary screen, CHO-K1 cells, Fluo-8 calcium fluorescence | Muscarinic acetylcholine receptor M5 (Homo sapiens), P08912 | CHO-K1 hM5, ACh EC20 PAM; 0% = ACh EC20, 100% = ACh EC100 | activation, % at 3 µM | 0.3% of 360,000 active;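 active = activation above the run cutoff, the mean activation of all test compounds plus 3 SD, cut at about 18% in these data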
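Probe or stimulus: acetylcholine, EC20 level; Assay system: human M5 receptor in CHO-K1 cells; Schedule: compound preincubation 140 s before EC20 acetylcholine addition; Technique: intracellular calcium via Fluo-8 fluorescence; Dosing: single-point, 3 µM nominal; Read-out basis: percent activation from peak-over-basal fluorescence ratio, scaled EC20-to-EC100 acetylcholine; Repeats: one well per compound, no replicates.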
CHRM4 antagonist: human M4 muscarinic receptor antagonists, primary screen, CHO cells, Fluo-8 calcium fluorescence; AID 624125, 2012; inhibition, % at 3 µM; CHO-hM4 cells, ACh EC80; 0.73% of 360,000 active;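 active = inhibition above its plate's cutoff, the mean inhibition of sample wells plus 3 SD, cut at about 27% in these data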;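 note: 0% = acetylcholine EC80 with DMSO and 100% = DMSO without agonist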
CHO-K1 Ca ag: counter-screen for M1 agonists: effect in parental CHO-K1 cells | Fluo-8 calcium fluorescence; scaled to maximal ATP response, vehicle zero | activation, % at 3 µM | 0.48% of 360,000 active; in the data active = activation above about 15%;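 note: untransfected CHO-K1 host cells lacking M1 receptor as counterscreen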
CHRM5 antagonist: human M5 muscarinic receptor antagonists, primary screen, CHO cells, Fluo-8 calcium fluorescence. Muscarinic acetylcholine receptor M5 (Homo sapiens), P08912. CHO-hM5 cells, ACh EC80. inhibition, % at 3 µM. 0.59% of 360,000 active;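 active = inhibition above a per-plate cutoff, the mean of that plate's test compounds plus 3 SD, cut at about 27% in these data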;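 note: 0% = acetylcholine EC80 with DMSO and 100% = DMSO without agonist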
CHO-K1 Ca antag: counter-screen for M1 antagonists: effect in parental CHO-K1 cells; ATP-induced calcium, Fluo-8 fluorescence; inhibition, % at 3 µM; 0.6% of 360,000 active;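 active = inhibition above a per-plate cutoff, the plate's mean sample inhibition plus 3 SD, cut at about 24% in these data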;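 note: 0% = DMSO plus EC80 ATP and 100% = DMSO alone without ATP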
* = called active by the depositor; nt = no result given.

The first 14 records, to show the layout:
SMILES	M4 ag	CHRM5 agonist	M1 PAM parental	M4 PAM	CHRM5 PAM	CHRM4 antagonist	CHO-K1 Ca ag	CHRM5 antagonist	CHO-K1 Ca antag
CCC(C)(C)C(=O)O	1	2	14	4	0	-2	0.1	-2	-17
CCOC(=O)c1ccc(NC(=S)N2CCN(CCNC3=CC(=O)CC(C)(C)C3)CC2)cc1	0	-9	4	-11	4	2	0.2	6	-1
CCOc1ccc(NC(=O)CN(C)CC(=O)Nc2ccccc2C#N)cc1OCC	2	-4	21	11	6	-24	1.1	-9	-19
CCN1CCCC1Cn1cnc2c([nH]c3cc(OC)ccc32)c1=O (configuration not stated)	0	-2	8	-9	-4	1	0.4	0	-8
CCOC(=O)COc1ccc2c(C#N)c3ccccn3c2c1	2	2	13	3	3	-6	1.4	-10	-8
O=C1Nc2ccccc2C12OC1CCCCC1O2 (configuration not stated)	1	1	-8	8	13	10	-0.1	10	-10
O=C(c1cc(COc2ccc(F)cc2Cl)on1)N1CCN(c2cnccn2)CC1	15	2	16	-11	-9	7	9.5	11	-11
Cc1ccc(/C=C/C(=O)Nc2cc(C)on2)cc1	1	-5	4	1	-4	-1	0.1	-2	12
Cc1cc(C)c(C)c(OCCOCCNCc2ccccc2)c1	7	-2	20	-7	-6	-2	3.0	11	-8
Cc1ccccc1Nc1nc(N)nc(COC(=O)c2nn(C)c(=O)c3ccccc23)n1	3	4	0	-2	-6	-6	1.5	13	6
COc1cccc(OC)c1CN1CCCC(C(=O)c2ccccc2SC)C1 (configuration not stated)	6	-12	30	-10	0	-4	5.8	6	-29
CN(C)CCNC(=S)Nc1ccc(F)c(F)c1F	-1	-5	0	-13	-5	10	0.4	12	13
CCCC(Oc1ccc(Br)cc1)c1nc2c3cc(OC)c(OC)cc3nc(=S)n2[nH]1 (configuration not stated)	1	-1	9	14	-9	-4	0.1	8	-3
Cc1c(C(=O)N2CCN(S(C)(=O)=O)CC2)oc2ccccc12	2	4	-10	2	2	3	0.0	-2	-5

All compounds of this part, previewed entries included:
SMILES	M4 ag	CHRM5 agonist	M1 PAM parental	M4 PAM	CHRM5 PAM	CHRM4 antagonist	CHO-K1 Ca ag	CHRM5 antagonist	CHO-K1 Ca antag
CCC(C)(C)C(=O)O	1	2	14	4	0	-2	0.1	-2	-17
CCOC(=O)c1ccc(NC(=S)N2CCN(CCNC3=CC(=O)CC(C)(C)C3)CC2)cc1	0	-9	4	-11	4	2	0.2	6	-1
CCOc1ccc(NC(=O)CN(C)CC(=O)Nc2ccccc2C#N)cc1OCC	2	-4	21	11	6	-24	1.1	-9	-19
CCN1CCCC1Cn1cnc2c([nH]c3cc(OC)ccc32)c1=O (configuration not stated)	0	-2	8	-9	-4	1	0.4	0	-8
CCOC(=O)COc1ccc2c(C#N)c3ccccn3c2c1	2	2	13	3	3	-6	1.4	-10	-8
O=C1Nc2ccccc2C12OC1CCCCC1O2 (configuration not stated)	1	1	-8	8	13	10	-0.1	10	-10
O=C(c1cc(COc2ccc(F)cc2Cl)on1)N1CCN(c2cnccn2)CC1	15	2	16	-11	-9	7	9.5	11	-11
Cc1ccc(/C=C/C(=O)Nc2cc(C)on2)cc1	1	-5	4	1	-4	-1	0.1	-2	12
Cc1cc(C)c(C)c(OCCOCCNCc2ccccc2)c1	7	-2	20	-7	-6	-2	3.0	11	-8
Cc1ccccc1Nc1nc(N)nc(COC(=O)c2nn(C)c(=O)c3ccccc23)n1	3	4	0	-2	-6	-6	1.5	13	6
COc1cccc(OC)c1CN1CCCC(C(=O)c2ccccc2SC)C1 (configuration not stated)	6	-12	30	-10	0	-4	5.8	6	-29
CN(C)CCNC(=S)Nc1ccc(F)c(F)c1F	-1	-5	0	-13	-5	10	0.4	12	13
CCCC(Oc1ccc(Br)cc1)c1nc2c3cc(OC)c(OC)cc3nc(=S)n2[nH]1 (configuration not stated)	1	-1	9	14	-9	-4	0.1	8	-3
Cc1c(C(=O)N2CCN(S(C)(=O)=O)CC2)oc2ccccc12	2	4	-10	2	2	3	0.0	-2	-5
C/C(=N\NC(=O)c1cc(-c2ccc(O)cc2)nc2ccccc12)c1cccnc1	1	-3	-4	2	-2	-10	0.7	5	-2
COC(=O)c1cc(S(=O)(=O)N2CCN(C3CCCCC3)CC2)c[nH]1	2	-4	11	0	-13	-1	1.0	4	-11
O=C(CS(=O)CC(=O)N(CC(=O)NC1CCCC1)C1CCCCC1)Nc1ccc(F)cc1 (configuration not stated)	0	-1	7	12	5	-6	-0.3	-12	-6
OCCN1CCN(CC/C=C2/c3ccccc3CSc3ccccc32)CC1	4	-15	23	-7	5	8	2.1	-8	-7
O=C1N(Cc2ccc3c(c2)OCO3)c2ccccc2C1(O)c1c[nH]c2ccccc12 (configuration not stated)	2	0	16	-4	4	5	0.0	-1	-3
Cc1ccc(C(=O)N2CCN(Cc3ccc4c(c3)OCO4)CC2)cc1S(=O)(=O)N1CCOCC1	1	-9	-10	2	10	2	0.1	-7	-19
CCOC(=O)C1CCN(C(c2ccccn2)c2c(C)[nH]c3ccccc23)CC1 (configuration not stated)	1	4	17	5	-6	-8	0.2	3	0
COc1ccc(/C=C/C(=O)c2ccccc2)c(OC)c1	1	-5	11	-8	-7	2	0.6	1	-1
CNC(=O)c1cccc(NC(=O)C(C)c2ccc3cc(OC)ccc3c2)c1 (configuration not stated)	6	3	11	-5	3	4	6.7	5	-9
COc1ccc(C2c3cc(OC)c(OC)cc3CCN2C(=O)c2ccccc2)cc1OC (configuration not stated)	-2	-1	4	10	-5	-10	0.2	0	0
COC(CNC(=O)c1cccc(-n2c(=S)[nH]c3cc(Cl)ccc3c2=O)c1)OC	3	0	3	3	-8	-6	0.6	14	-12

One compound at a time, as listed above. Order of screens: M4 ag, CHRM5 agonist, M1 PAM parental, M4 PAM, CHRM5 PAM, CHRM4 antagonist, CHO-K1 Ca ag, CHRM5 antagonist, CHO-K1 Ca antag
Profile of Cc1ccc(C(=O)N2CCN(Cc3ccc4c(c3)OCO4)CC2)cc1S(=O)(=O)N1CCOCC1 → 1, -9, -10, 2, 10, 2, 0.1, -7, -19
Profile of COC(=O)c1cc(S(=O)(=O)N2CCN(C3CCCCC3)CC2)c[nH]1 → 2, -4, 11, 0, -13, -1, 1.0, 4, -11

(continued)
SMILES	M4 ag	CHRM5 agonist	M1 PAM parental	M4 PAM	CHRM5 PAM	CHRM4 antagonist	CHO-K1 Ca ag	CHRM5 antagonist	CHO-K1 Ca antag
COc1cccc(OC)c1C(=O)NCCNc1nc2cc(C)cc(C)c2cc1C#N	10	0	nt	1	-8	-11	nt	4	nt
CC(C)C(C(=O)NC1CCCCC1)N(CC1CCCO1)C(=O)CNS(=O)(=O)c1ccc(F)cc1 (configuration not stated)	0	-3	13	6	4	-12	-0.5	-1	-11
COc1cc(NC(=S)NC2CC2)c(OC)cc1Cl	1	2	-6	-6	-4	12	0.1	4	7
CO/N=C(/COc1ccc(F)cc1)c1ccc(OC)cc1	-1	-4	-7	1	-7	-18	-1.1	8	-14
Cc1ccc(/C=N/N2CCN(c3ccccn3)CC2)o1	1	4	-3	-9	3	4	0.7	6	0
C#Cc1ccc([C@@H]2C=C(C(=O)NCc3ccccc3)O[C@H](OCCCCO)C2)cc1	2	1	22	-2	-2	5	-0.1	5	-14
COc1ccc(OC)c(CN2CCCC(C(=O)N3CCCCC3)C2)c1 (configuration not stated)	-1	-3	13	-10	-5	-1	0.2	2	-37
COc1cccc(/C=N/NC(=O)C[n+]2ccccc2)c1OC	1	-2	17	14	5	3	0.2	-18	-7
Cc1ccc(C(=O)NC(=S)Nc2ccc(N3CCOCC3)cc2)cc1C	3	1	14	4	-1	-5	0.7	5	-5
O=C(COC(=O)CCC1CCCC1)Nc1cc(S(=O)(=O)N2CCOCC2)ccc1Cl	7	5	0	1	3	-2	3.1	2	-5
Cn1c(=O)c2c(ncn2CC(=O)N2CCN(c3ccccc3F)CC2)n(C)c1=O	0	2	20	0	-5	8	0.8	8	-3
CCCCN(CC)c1nc(N)c2c(N)nc(OCC)cc2c1C#N	1	-2	0	-9	-8	14	1.4	6	4
Cc1cccc(Oc2ccccc2NC(=O)CN2C(=O)NC3(CCCC3)C2=O)c1	2	2	2	7	-2	-1	1.0	-4	1
O=C(Nc1ccc2c(c1)OCO2)c1cccc(S(=O)(=O)N2CCOCC2)c1	-1	-5	3	6	2	2	-0.3	0	-6
COc1ccc(-n2c(SCC(=O)NCC3CCCO3)nc3c([nH]c4ccccc43)c2=O)cc1OC (configuration not stated)	1	-4	4	8	-4	-7	1.2	7	-5
C=CCn1c(COc2ccc(CC)cc2)nnc1SC/C(O)=C(\C#N)c1nc2ccccc2[nH]1	1	-8	-8	-6	-8	6	-0.3	9	26*
Cc1ccccc1NC(=S)NCCC(c1ccccc1)c1ccccc1	12	-7	20	-12	-13	18	5.8	3	-8
O=C1N(Cc2cccc(Cl)c2)C[C@@H]2C[C@@H](c3ccccn3)N3CCC[C@@]123	3	-16	20	-7	1	-9	1.0	8	-12
Cc1ccc(C)c(N(CC(=O)NCCC2=CCCCC2)S(C)(=O)=O)c1	2	-1	1	12	5	-10	0.3	-3	0
COc1ccc(NC(=S)c2ccc3ccccc3n2)cc1	-1	-5	-3	4	-3	0	-0.4	3	-10
COc1ccc(-c2csc(/C(C#N)=C/Nc3cc4oc5ccccc5c4cc3OC)n2)cc1	2	0	21	12	-3	-4	1.1	8	-14
Cc1cc(NCc2cccnc2)nc(N)n1	1	-4	16	1	1	6	1.6	10	-12
CC(C)Oc1ccc(F)cc1-c1cc(C(=O)NCc2cc(C(F)(F)F)cc(C(F)(F)F)c2)[nH]n1	0	-1	18	4	-3	-7	0.7	8	-13
CCCOc1ccc(/C(O)=C2/C(=O)C(=O)N(CCCn3ccnc3)C2c2cccs2)cc1 (configuration not stated)	0	-1	18	-6	4	0	0.5	-4	-5
CC(=O)C1=C(O)C(=O)N(c2cccc(C(=O)O)c2)C1c1ccccc1F (configuration not stated)	1	0	2	11	-4	-3	-0.3	3	1

Further entries follow.
SMILES	M4 ag	CHRM5 agonist	M1 PAM parental	M4 PAM	CHRM5 PAM	CHRM4 antagonist	CHO-K1 Ca ag	CHRM5 antagonist	CHO-K1 Ca antag
COc1ccc(OC)c(NC(=O)COc2ccc(Br)cc2)c1	0	0	8	2	-4	-10	0.7	-2	-10
CSc1ccc(Cn2nnc(C(=O)NCCc3ccc(Cl)cc3)c2N)cc1	2	4	7	22	4	7	0.0	-10	-14
CSCC[C@H](NC(=O)c1cccs1)c1nnc2ccccn12	0	-4	3	3	-2	1	0.4	7	1
S=C(Nc1ccccc1)N1CCCCCC1	0	-1	-3	4	2	1	-0.3	-2	-14
CC(C)(C)NC(=O)NC(=O)COC(=O)CCC1CCCCC1	0	-1	-3	10	-7	-1	-0.3	-6	5
COc1cccc(N2CCN(C3CC(=O)N(c4ccc(C)c(Cl)c4)C3=O)CC2)c1 (configuration not stated)	2	3	18	1	8	-1	3.4	-9	-11
C=CCn1c(COc2ccccc2)nnc1SCc1ccc(C#N)cc1	3	-6	-3	3	-5	-6	1.2	0	0

Screening data (PubChem)
